# NPY-Y2 PAM-ag – potentiates or activates human NPY-Y2 receptor. P49146. cells expressing NPY-Y2, potentiator/agonist read-out. activation, % at 3.6 µM. actives 0.45% (n = 220,000); in the data active means activation above about 27%;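 further: cells stimulated with NPY near EC25 plus isoproterenol at EC100; 0% = vehicle plus submaximal agonist and 100% = vehicle plus saturating agonist; some results beyond the cut were filed as inactive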
# MDM2 E3 inh – inhibitors of human Mdm2 E3 ubiquitin ligase. Q00987. cell-based MDM2 ubiquitination luciferase reporter, 2 h; 0 = plate control, 100 = twice control, blank-subtracted. signal enhancement, % at 5 µM. actives 0.11% (n = 210,000);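 active means signal enhancement of 30% or more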;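 further: luminescence tracks abundance of the self-degrading MDM2-luciferase fusion protein; higher signal means inhibition of MDM2 E3 ligase activity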
#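 test system = mammalian cells stably expressing self-ubiquitinating, self-degrading MDM2 E3–luciferase fusion | quantity = 2000 cells/well | incubation = cell settling 4 h, compound treatment 2 h, both 37 °C | signal = luminescence with SteadyLite reagent, 15 min at room temperature | evaluation = % enhancement relative to plate controls after blank subtraction | benchmarks = plate controls and plate blanks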
# eIF4E-4G inh – blocks eIF4E binding to eIF4G; P63073+Q04637; TR-FRET eIF4E-eIF4GI(517-606) binding, 2 h; inhibition, % at 21.7 µM; actives 0.37% (n = 220,000);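 active means inhibition above about 30%, limit read from the data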;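 further: 0% = full FRET control wells and 100% = background wells lacking eIF4GI fragment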
# S1P4 agonist – human S1P4 receptor agonism; S1P4-expressing cell line, agonist reporter assay; activation, % at 4.98 µM; AID 1509; O95977; actives 0.35% (n = 220,000); in the data active means activation above about 11%;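 further: 0% = DMSO vehicle and 100% = reference agonist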
# Ba/F3 V617F tox – loss of viability in JAK2V617F-driven Ba/F3 cells; Ba/F3 EpoR-JAK2V617F viability, ATP luminescence; actives 1.1% (n = 220,000); AID 1446; inhibition, % at 5.6 µM;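 active means inhibition above the campaign mean plus 3 SD over all tested compounds, cut at about 24% in these data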;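 further: cytokine-independent growth of Ba/F3 cells driven by EpoR plus mutant JAK2; 0% = DMSO-treated cells and 100% = JAK inhibitor I control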
# Wee1 degr inh – human Wee1 degradation inhibition, primary screen. P30291. HeLa Luc-Wee1K328M stability, luciferase luminescence; 100% = proteasome inhibitor MG132 effect. reporter increase, % at 5 µM. actives 1.2% (n = 220,000). AID 1321;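 active means activation above the mean of all tested compounds plus 3 SD, set per screening run, cut at about 8.8% in these data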;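 further: cells exposed to compound for 20 h before luminescence read; 0% = DMSO alone and 100% = MG132 at 30 µM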
# BaF3 tox – counter-screen for JAK2V617F inhibitors: parental Ba/F3 viability inhibitors; actives 1.1% (n = 220,000); inhibition, % at 5.6 µM; CellTiter-Glo ATP luminescence; AID 1486;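 active means inhibition above a per-campaign cutoff, the mean inhibition of all tested compounds plus 3 SD, cut at about 27% in these data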;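 further: 0% = DMSO wells and 100% = JAK Inhibitor I control wells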
# PERK inhibitor – inhibitors of human PERK kinase; inhibition, % at 5.6 µM; Q9NZJ5; CHO PERK-DD fusion, SEAP luminescence translation reporter; actives 0.17% (n = 220,000);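 active means inhibition above the mean inhibition of all tested compounds plus 3 SD, set separately per screening campaign, cut at about 2.9% in these data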;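 further: PERK kinase domain activated by AP20187 dimerizer at 100 nM; 0% = DMSO with dimerizer and 100% = rapamycin at 8.4 µM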
# S1P4 antagonist – antagonists of human S1P4 receptor | inhibition, % at 4.98 µM | actives 0.26% (n = 220,000) | S1P4-expressing cells, antagonist mode, reporter read-out | O95977 | AID 1510; in the data active means inhibition above about 29%;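 further: 0% = wells stimulated with agonist and 100% = vehicle wells without agonist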
# * = called active by the depositor; · = not tested or not shown; [ ] = remark or other dose.
no.	Structure	NPY-Y2 PAM-ag	MDM2 E3 inh	eIF4E-4G inh	S1P4 agonist	Ba/F3 V617F tox	Wee1 degr inh	BaF3 tox	PERK inhibitor	S1P4 antagonist
1	COc1cc(OC)c(-c2nn3c(-c4ccco4)nnc3s2)cc1OC	-13	-12	6	-7.3	-1	2	11	-2.2	-19
2	O=C(O)C1Cc2ccccc2CN1C(=O)COc1ccc(Cl)cc1Cl (centres undefined)	-23	-10	1	2.0	-6	2	4	1.7	-11
3	Cc1ccc(S(=O)(=O)c2nnn(-c3cccc(F)c3)c2N)cc1	9	-10	5	0.6	-1	0	2	1.1	1
4	Cc1cc(Cl)cc(Br)c1OCCCN1C(=O)NC(C)(C)C1=O	9	-20	0	3.2	-3	0	2	-1.6	2
5	CN1C(=S)SC(/[N+]([O-])=C/c2ccc(Cl)cc2)C1(C)C (centres undefined)	5	·	-4	0.7	1	-2	-3	1.0	-8
6	COc1ccc(C2=Nn3c(nnc3-c3ccncc3)SC2)cc1OC	-7	-24	-1	-0.6	0	6	1	-1.2	-29
7	CCOC(=O)C1CCN(C(=O)c2cc(S(=O)(=O)N3CCOCC3)c(Cl)cc2Cl)CC1	3	-7	1	0.9	-1	0	5	-0.2	-12
8	O=C(NCc1ccco1)c1c[nH]c2ccc(S(=O)(=O)N3CCOCC3)cc2c1=O	-17	-6	-4	1.8	4	1	1	-0.2	-18
9	O=C(NCCN1CCOCC1)c1ccc(CS(=O)(=O)c2ccc(Cl)cc2)o1	4	-13	-4	-0.2	-2	0	0	0.8	2
10	Cc1ccc(-c2nc3ccccc3s2)cc1NC(=S)NC(=O)c1ccccc1	-5	8	-23[fluorescence artefact?]	0.2	8	-3	4	1.0	-6
11	Cc1ccc(C(=O)Oc2ccc(/C=N/NC(N)=O)cc2)cc1	7	1	-4	1.7	3	0	3	0.8	5
12	CCc1cccc(OCCCCNCCO)c1	-16	-7	·	-2.1	-2	-1	4	0.1	-9
13	Cc1cccn2c(=O)c(/C=C(\C#N)S(=O)(=O)c3ccccc3)c(N3CCCCC3)nc12	-12	-8	-6	0.3	-2	-2	-3	-0.5	-10
14	Cc1cc(/C=C2\C(=N)N3N=C(C(C)C)SC3=NC2=O)c(C)n1Cc1ccccc1	-9	-2	1	-1.1	2	0	-7	-1.9	-3
15	COc1ccc(CN(C(=O)c2ccco2)C2CC(C)N(C)CC2C)cc1 (centres undefined)	-18	-29	·	-2.6	4	-2	2	-1.1	5
16	Nc1nc(SC2c3cccc4cccc(c34)C2NS(=O)(=O)c2ccccc2)n[nH]1 (centres undefined)	9	1	13	1.5	-1	-3	1	0.1	-25
17	CCCCN(CC)CCNC(=O)C1c2cc(OC)c(OC)cc2C(=O)N2CCc3ccccc3C12 (centres undefined)	-8	-16	-2	1.7	0	-1	5	0.7	22
18	CC(C)(C)c1ccc(OCCC(=O)Nc2cccc(S(=O)(=O)N3CCCCC3)c2)cc1	-6	-6	3[fluorescence artefact?]	2.5	6	-2	6	-0.2	-5
19	Cc1cc2nnc(SCC(=O)OC(C)C)n2c2ccccc12	-10	-4	5	0.2	-3	0	0	-0.4	-13
20	CC(C)Cn1c(O)c(/C=C2\C=NN=C2c2ccccc2)sc1=S	6	14	-4	-0.2	-1	0	5	0.2	-8
21	CCN1CNC(=S)N(CCc2ccccc2)C1	-5	2	17[fluorescence artefact?]	0.3	-1	2	3	1.4	-3
22	CCCCNC(=O)C(C#N)c1nc2ccccc2nc1N1CCN(c2ccccc2F)CC1 (centres undefined)	6	3	-6	0.4	-4	-1	8	0.4	-17
23	CC(=O)c1cccc(N(C(=O)c2ccco2)C(C(=O)NC2CCCC2)c2ccncc2)c1 (centres undefined)	4	-13	-12[fluorescence artefact?]	-2.3	-1	-3	1	-0.2	-11
24	CSc1ccccc1NC(=O)Nc1ccccc1	-17	-3	-5	-0.7	-3	-1	6	0.9	-27
25	COc1ccc(-c2nc(C)ncc2N=Nc2ccccc2)cc1	-3	-11	-3[fluorescence artefact?]	-0.6	2	-1	4	-0.1	-7
26	COCCN(C(=S)Nc1ccc(C(C)C)cc1)C(C)c1cccs1 (centres undefined)	-17	-18	0	-2.4	-4	3	-2	0.6	-2
27	CCOC(=O)Cc1csc(NS(=O)(=O)Cc2ccccc2)n1	-8	10	-2	1.2	0	-2	5	1.3	-15
28	CCCS(=O)(=O)N1CCCC(C(=O)c2ccccc2OC)C1 (centres undefined)	-3	-10	4	0.3	-2	-1	0	-0.6	-9
29	COc1cc(NC(=O)COC(=O)c2cnc(C)cn2)c(C)cc1[N+](=O)[O-]	11	0	3	2.0	-2	-1	2	0.9	-13
30	Cc1cc(Cl)ccc1OCC(=O)NCCCN1CCOCC1	-14	-6	0	0.5	-2	-1	2	0.3	11
31	CCN(CC)S(=O)(=O)c1ccc2c(c1)N(CC(=O)NCc1ccccn1)C(=O)CO2	-5	-11	4	-1.0	3	-1	-1	-0.5	2
32	Cc1oc2ccc(OCc3ccc(F)cc3)cc2c1C(=O)O	-11	-9	-2	-0.1	-2	1	-1	1.3	-8
33	CS(=O)(=O)N(CC(=O)NCC1CCCO1)c1ccc(Cl)c(Cl)c1 (centres undefined)	-3	-7	-1	-0.9	-2	4	6	-1.7	-9
34	Cc1ccc2c(CSc3nc4ccccc4c(=O)n3CCCO)cc(=O)oc2c1C	-22	·	-41	0.5	0	-3	0	-0.8	5
35	COc1ccc(C(c2nnnn2C(C)(C)C)N2CCN(C)CC2)cc1OC (centres undefined)	-3	-7	4	0.9	3	6	6	-0.5	-14
36	NC(=S)N/N=C/c1coc2ccc(Cl)cc2c1=O	-6	-6	3	1.9	4	-3	9	0.6	-16
37	Cc1cc(C(=O)NCc2ccccc2F)cs1	6	-6	1	-1.4	-5	0	3	-0.4	-16
38	COc1cccc(NC(=O)N2CCC(N3CCCCC3)CC2)c1	2	-7	4	-2.0	1	2	6	0.7	4
39	CC1=NC(=O)C(N=Nc2ccccc2)N1c1ccccc1 (centres undefined)	2	·	4	1.7	0	1	4	-0.1	3
40	OC1CNCc2cc3c(cc21)OCCO3 (centres undefined)	10	6	-2	3.5	-3	-1	2	1.2	-21
41	O=C(Nc1ccccc1)c1nccn1Cc1ccc(F)cc1	-14	-4	-4	-1.0	4	4	5	-0.5	-6
42	Nc1cc(=O)[nH]c(SC/C=C/c2ccccc2)n1	-13	-13	5	0.3	-1	-1	1	0.6	1
43	CC(=O)c1nn(-c2ccccc2)cc1C(=O)c1cccc(Br)c1	-3	-86	-45	1.3	1	-4	5	1.0	-28
44	CCOC(=O)C1(Cc2cccc(Cl)c2)CCCN(C(=O)C2CC2)C1 (centres undefined)	17	-8	-1	0.6	0	-3	4	0.2	3
45	CC(C)(C)c1cc(C(=O)C[n+]2ccc(C(=O)NCCCO)cc2)cc(C(C)(C)C)c1O	-29	-10	-2	0.6	-2	1	0	1.1	17
46	COC(=O)c1ccc(N2CCOCC2)c(F)c1	3	-5	3[fluorescence artefact?]	-2.8	-1	1	6	0.1	4
47	CC(C)Oc1ccccc1C1Nc2ccccc2C(=O)N1c1ccc2c(c1)OCCO2 (centres undefined)	-2	-11	-1	0.9	-3	-2	1	-0.6	-34
48	CSc1ccccc1C(=O)C1CCCN(C(=O)c2ccc(N3CCOCC3)cc2)C1 (centres undefined)	-20	-37	5	2.0	3	0	19	-0.1	9
49	CC(C)Oc1ccccc1C1CC(=O)Nc2cc3c(cc21)OCCO3 (centres undefined)	-16	-12	7	1.0	74*	0	78*	-0.7	-7
50	COC(=O)c1cc2n(n1)CCCNC2=O	-5	-9	3	1.4	-3	0	2	0.1	-19

# Remaining list, next part.
no.	Structure	NPY-Y2 PAM-ag	MDM2 E3 inh	eIF4E-4G inh	S1P4 agonist	Ba/F3 V617F tox	Wee1 degr inh	BaF3 tox	PERK inhibitor	S1P4 antagonist
51	Cc1ccc(N/N=C(\C#N)C(=O)c2ccsc2)cc1	-1	0	-1	1.2	6	-3	0	0.9	4
52	COc1ccc(CCNC(=O)c2ccc(CNS(=O)(=O)c3cccc(Cl)c3)cc2)cc1OC	-5	-12	2	-0.7	3	5	5	-0.6	-7
53	Clc1cccc(Cl)c1/C=N/Nc1c(Cl)cncc1Cl	-7	-5	-1	1.6	79*	4	61*	0.4	-10
54	CCC(C)Sc1nnc(CSc2nc(C)cc(C)n2)n1C (centres undefined)	9	1	-4	0.2	0	1	14	1.5	-5
55	Cc1ccc2oc(-c3ccccc3)c(C(=O)O)c(=O)c2c1	-15	-13	3	-0.4	1	0	12	0.7	-14
56	CCOc1cc(CNC)ccc1OCC(=O)NC(C)(C)C	-27	-30	0	-0.4	5	1	8	0.1	-5
57	Cc1cccc(N2C(=O)CS/C2=N\NC(=O)c2ccc(Br)cc2)c1C	-5	-4	0	-1.6	-2	1	-1	-0.3	-13
58	O=C1C2CCCN2C(c2ccc(F)c(F)c2)N1c1cccc(Cl)c1 (centres undefined)	3	-10	0	-0.7	-1	0	7	0.9	-9
59	CCOC(=O)C1(CC)NC(c2ccc(OC)cc2OC)C2C(=O)N(C)C(=O)C21 (centres undefined)	-16	-5	0	0.2	1	-1	7	-0.2	-2
60	Cc1c(C(N)=O)c(-c2ccccc2)nn1-c1ccccc1	-6	-6	-17	-0.4	2	-3	4	0.8	-16
61	COc1cc(C2=Nc3ccc(Br)cc3C(c3ccccc3)N2CC(=O)NN)cc(OC)c1OC (centres undefined)	13	-10	4	-0.1	-2	-2	1	0.9	1
62	CCCC(C(=O)NCc1ccco1)N(C(=O)CNS(=O)(=O)c1ccccc1)c1ccccc1OC (centres undefined)	-12	-2	7	0.1	2	0	3	-1.3	1
63	COc1ccc(NC(=O)/C=C/C(=O)O)c(OC)c1	-17	-3	7	-1.0	-3	-1	-1	0.9	3
64	COc1ccccc1NC(=S)N(Cc1ccccn1)Cc1ccccc1Cl	8	-4	-2	0.9	1	0	5	-0.2	-19
65	Cc1ccc(CSCCNS(=O)(=O)c2ccccc2)cc1	0	-9	3	-0.2	1	1	6	0.8	-13
66	CC(C)COc1cc(=O)[nH]c(SCC(C)C)n1	11	-6	-4	-0.8	-5	0	1	0.8	-15
67	Cc1cccc(N2CCN(C(=O)c3ccc4c(c3)OCCO4)CC2C)c1 (centres undefined)	3	-13	0	0.4	-2	-2	0	-0.2	-15
68	CCN1/C(=C/C(=S)Nc2ccccc2)Sc2ccccc21	16	-7	-45	0.8	-4	12*	0	1.6	3
69	N#CCCN(Cc1cccnc1)C(=O)c1sc2cc(F)ccc2c1Cl	-7	-9	-1	2.2	3	0	3	-0.7	5
70	OC(COc1cccc2ccccc12)CN1CCN(c2ccccn2)CC1 (centres undefined)	58*	-9	-6[fluorescence artefact?]	0.5	-1	-3	7	0.1	-10
71	CC1CCN(C(=O)Cn2nnc(-c3cccs3)n2)CC1	-18	-5	0	-0.3	2	1	10	0.8	-6

# Quoted at random: two records from the list.
no.	Structure	NPY-Y2 PAM-ag	MDM2 E3 inh	eIF4E-4G inh	S1P4 agonist	Ba/F3 V617F tox	Wee1 degr inh	BaF3 tox	PERK inhibitor	S1P4 antagonist
56	CCOc1cc(CNC)ccc1OCC(=O)NC(C)(C)C	-27	-30	0	-0.4	5	1	8	0.1	-5
57	Cc1cccc(N2C(=O)CS/C2=N\NC(=O)c2ccc(Br)cc2)c1C	-5	-4	0	-1.6	-2	1	-1	-0.3	-13
